High-throughput results: PubChem BioAssay, several laboratories
RTF Ca sens inh – cardiac RTF calcium sensitivity inhibitors, primary screen, biochemical, IANBD-TnC fluorescence, EC70 calcium. inhibition, % at 7.15 µM. 0.12% of 340,000 active. IANBD-labeled cardiac RTF, Ca2+ fluorescence;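 active = inhibition above the mean inhibition of all tested compounds plus 3 SD, cut at about 17% in these data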;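 note: assay run at fixed EC70 calcium of 1.6 mM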
V-ATPase pH – regulators of yeast V-ATPase proton pumping, primary screen, pHLuorin cytosolic pH fluorescence; S. cerevisiae; response, % at 10 µM; 0.37% of 350,000 active; in the data active = response mostly above about 7.3%, no sharp cut-off; inactive = mostly below about 5.4%; note: actives read high; inactives centre near 0; some compounds called inactive have numbers as strong as hits
Arrestin-AP2 inh – inhibitors of beta-arrestin/AP2 binding, primary screen, biochemical, GPCR trafficking, flow cytometry. beta-arrestin 1 C-terminal peptide binding to AP2 beta2-adaptin appendage (human). FITC-arrestin peptide / GST-AP2 beads; AP2 beta2 appendage carries R879A mutation. inhibition, % at 10 µM. 0.31% of 340,000 active. AID 504490, 2011;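 active = inhibition above a set limit, near 3 SD of compounds lacking own fluorescence, cut at about 54% in these data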;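 note: plate controls were DMSO wells for no effect and 5 µM unlabelled arrestin peptide for full effect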
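System: GST-AP2 R879A bound to glutathione beads, E. coli-expressed. Also added: 50 nM FITC-arrestin peptide. Schedule: compound with beads 12 min RT, then probe 1 h RT. Signal: bead flow cytometry, FITC channel. Read-out basis: percent response.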
CAL PDZ FP-1 – untagged CAL PDZ binding inhibitors, primary screen, biochemical, fluorescence polarization, HTS; purified CAL PDZ, TMR-peptide fluorescence polarization, 1 h; inhibition, % at 24.9 µM; 0.92% of 300,000 active; AID 602252, 2012;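 active = mean inhibition of at least 30% with at least half of replicates also reaching 30%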;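 note: 0% = DMSO neutral control and 100% = excess unlabeled competitor peptide PRC23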
CAL PDZ FP-2 – CAL PDZ peptide-binding inhibitors, primary screen, biochemical, fluorescence polarization, Cer-tagged CAL PDZ, HTS; Golgi-associated PDZ and coiled-coil motif-containing protein (Homo sapiens), Q9HD26; purified CAL PDZ, TMR-peptide fluorescence polarization, 1 h; inhibition, % at 20 µM; 0.02% of 330,000 active; AID 504414, 2011;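 active = highest replicate inhibition of at least 40%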;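 note: plate controls were DMSO neutral control wells for no effect and unlabeled competitor peptide control wells for full effect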
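material = purified tagged CAL PDZ domain construct (CerCALP) | buffer or medium = sodium phosphate/NaCl buffer pH 7.4 with TCEP, IgG, Thesit | reagent = TMR-labelled reporter peptide T*-PRC34 bound in PDZ groove | incubation = 1 h room-temperature incubation prior to read | measured by = fluorescence polarization (mP) | evaluation = percent inhibition from loss of millipolarization | control set = unlabelled peptide and DMSO controls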
DAGLB inh – DAGLB lipase inhibitors, primary screen, biochemical, fluorescence, HTS; Diacylglycerol lipase-beta (Homo sapiens), Q8NCG7; HEK293T DAGLB membrane lysate, EnzChek fluorogenic substrate; inhibition, % at 5.17 µM; 0.059% of 340,000 active; AID 504411, 2011; in the data active = inhibition above about 34%;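 note: 0% = enzyme with vehicle and 100% = wells lacking enzyme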
NSD2 HMT inh – NSD2 histone methyltransferase inhibitors, primary screen, biochemical, AlphaScreen, single concentration, set 2. 0.54% of 310,000 active. NSD2 peptide methylation, 120 min. Histone-lysine N-methyltransferase NSD2 (Homo sapiens), O96028. AID 743445, 2014. inhibition, % at 12.5 µM; in the data active = inhibition above about 50%
Target sequence (O96028 whole entry, looked up): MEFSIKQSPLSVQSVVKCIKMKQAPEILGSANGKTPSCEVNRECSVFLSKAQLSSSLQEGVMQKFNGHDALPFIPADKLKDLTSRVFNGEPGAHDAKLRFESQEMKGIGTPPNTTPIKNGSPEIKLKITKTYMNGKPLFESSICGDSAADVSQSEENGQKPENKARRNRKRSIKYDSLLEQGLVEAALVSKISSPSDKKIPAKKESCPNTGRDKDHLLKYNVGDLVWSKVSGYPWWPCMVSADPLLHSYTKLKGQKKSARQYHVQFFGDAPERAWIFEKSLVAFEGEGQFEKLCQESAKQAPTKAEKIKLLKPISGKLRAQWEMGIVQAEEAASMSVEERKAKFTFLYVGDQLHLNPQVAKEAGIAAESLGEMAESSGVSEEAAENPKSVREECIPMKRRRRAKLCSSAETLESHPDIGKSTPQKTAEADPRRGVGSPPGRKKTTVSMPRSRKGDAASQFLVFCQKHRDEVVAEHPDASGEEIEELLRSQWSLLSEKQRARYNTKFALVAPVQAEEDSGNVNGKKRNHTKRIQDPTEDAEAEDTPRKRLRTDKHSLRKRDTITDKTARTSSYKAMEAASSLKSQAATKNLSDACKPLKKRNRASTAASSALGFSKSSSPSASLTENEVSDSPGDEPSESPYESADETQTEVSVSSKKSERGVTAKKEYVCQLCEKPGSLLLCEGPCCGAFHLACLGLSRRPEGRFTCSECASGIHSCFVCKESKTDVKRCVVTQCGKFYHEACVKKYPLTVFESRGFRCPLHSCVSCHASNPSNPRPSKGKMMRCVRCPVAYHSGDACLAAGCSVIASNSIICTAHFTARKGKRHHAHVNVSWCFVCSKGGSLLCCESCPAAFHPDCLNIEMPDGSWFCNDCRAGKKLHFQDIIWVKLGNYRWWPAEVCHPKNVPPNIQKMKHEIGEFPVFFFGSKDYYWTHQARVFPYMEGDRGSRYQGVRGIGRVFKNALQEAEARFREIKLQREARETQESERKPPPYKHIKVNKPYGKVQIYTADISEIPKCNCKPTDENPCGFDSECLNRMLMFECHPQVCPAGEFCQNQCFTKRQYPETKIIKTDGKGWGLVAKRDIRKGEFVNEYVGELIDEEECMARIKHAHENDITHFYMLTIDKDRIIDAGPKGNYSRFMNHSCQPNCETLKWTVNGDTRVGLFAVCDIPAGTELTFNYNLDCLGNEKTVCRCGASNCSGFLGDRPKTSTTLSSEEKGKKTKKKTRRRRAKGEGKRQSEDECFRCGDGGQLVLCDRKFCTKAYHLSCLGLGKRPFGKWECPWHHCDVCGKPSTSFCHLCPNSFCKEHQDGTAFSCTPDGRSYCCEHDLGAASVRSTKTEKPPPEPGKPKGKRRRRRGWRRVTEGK
Keap1 Nrf2 FP – Keap1-Nrf2 protein-protein interaction inhibitors, primary screen, biochemical, fluorescence polarization, single point; Kelch-like ECH-associated protein 1 (Homo sapiens), Q14145; Keap1 Kelch-Nrf2 peptide fluorescence polarization, 1536-well; inhibition, % at 9.4 µM; 0.15% of 340,000 active; AID 504523, 2011; in the data active = inhibition above about 12%;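 note: human Keap1 Kelch domain with fluorescein labeled Nrf2 9mer peptide probe; 0% = neutral control wells and 100% = peptide positive control; higher means more block of Keap1 binding to Nrf2 peptide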
C-LANA FP – inhibitors of KSHV C-LANA binding to DNA, primary screen, biochemical, fluorescence polarization, FAM-LBS DNA, MBP-C-LANA, single point | 0.078% of 340,000 active | inhibition, % at 9 µM | Kaposi's sarcoma herpesvirus LANA C-terminal domain (residues 932-1162) DNA binding;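 active = highest replicate inhibition at or above 60% at 9 µM, even if other replicates fall short; inactive = all replicates below 60% inhibition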;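 note: 0% = neutral control wells and 100% = 4 µM acridine orange control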
Pemphigus Ab inh – inhibitors of pemphigus antibody binding to DSG3, primary screen, biochemical, bead-based, flow cytometry, scFv-GFP. binding (percent of control), % at 10 µM. 0.48% of 310,000 active. DSG3-coupled beads, scFv-anti-DSG3-GFP binding; stronger effect = lower value. Desmoglein-3 (Homo sapiens), P32926;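 active = binding more than 3 SD below its plate's average and above zero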;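 note: hits lower antibody fragment binding to DSG3; some compounds called inactive have numbers as strong as hits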
Active calls of the source: *.

CCn1c(=O)c([N+](=O)[O-])c(NCCCn2ccnc2)c2ccccc21 was read as RTF Ca sens inh -3.4, V-ATPase pH 2.5, Arrestin-AP2 inh 17.0, CAL PDZ FP-1 -5.5, CAL PDZ FP-2 1.6, DAGLB inh 0.8, NSD2 HMT inh -0.4, Keap1 Nrf2 FP -0.3 and C-LANA FP 0.0.
`CN(C(=O)c1ccc(NC(=O)Cc2ccc(NC(=O)C3CCN(C(=O)CCc4ccccc4)CC3)cc2)cc1)C1CC1` gave RTF Ca sens inh -5.5, V-ATPase pH 1.0, Arrestin-AP2 inh -6.2, CAL PDZ FP-1 -3.3, CAL PDZ FP-2 -0.4, DAGLB inh -2.4, Keap1 Nrf2 FP 0.1, C-LANA FP 2.6 and Pemphigus Ab inh 102.0.
`COc1ccc(-c2cc(C(F)F)n3ncc(C(=O)N4CCN(C)CC4)c3n2)cc1` gave RTF Ca sens inh 1.3, V-ATPase pH -0.8, Arrestin-AP2 inh -1.0, CAL PDZ FP-1 2.6, CAL PDZ FP-2 -1.3, DAGLB inh -0.7, NSD2 HMT inh -1.1, Keap1 Nrf2 FP -3.0, C-LANA FP -0.9 and Pemphigus Ab inh 101.3.
Screening CCOC(=O)c1cc2c(s1)-c1c(C)cccc1OC2 returned RTF Ca sens inh -5.7, V-ATPase pH 7.8, Arrestin-AP2 inh 20.4, CAL PDZ FP-1 -2.2, CAL PDZ FP-2 -1.4, DAGLB inh -16.6, Keap1 Nrf2 FP 0.9, C-LANA FP 0.8 and Pemphigus Ab inh 97.9.
Screening COC(=O)c1[nH]c(=O)c2ccccc2c1OCc1ccccc1 returned RTF Ca sens inh 1.6, V-ATPase pH 5.0, Arrestin-AP2 inh -6.6, CAL PDZ FP-1 2.7, DAGLB inh -0.4, NSD2 HMT inh 2.0, Keap1 Nrf2 FP -4.8 and C-LANA FP -0.6.
`O=C(CSc1nc2ccccc2c(=O)n1NC(=O)Cc1ccccc1)NCc1ccco1` gave RTF Ca sens inh -1.4, V-ATPase pH 0.7, Arrestin-AP2 inh 6.6, CAL PDZ FP-1 5.3, CAL PDZ FP-2 -0.2, DAGLB inh 2.0, NSD2 HMT inh 1.3, Keap1 Nrf2 FP -5.2, C-LANA FP 3.3 and Pemphigus Ab inh 102.8.
For CC(=O)Nc1ccc(C(=O)CSc2nc3ccccc3n2CC(=O)N2CCCC2)cc1 the results were RTF Ca sens inh -2.1, V-ATPase pH -2.1, Arrestin-AP2 inh 24.9, CAL PDZ FP-2 -2.9, DAGLB inh -5.7, NSD2 HMT inh 0.7, Keap1 Nrf2 FP 1.6, C-LANA FP 0.6 and Pemphigus Ab inh 94.3.
For O=C(COC(=O)c1nc(Cl)ccc1Cl)Nc1ccc2c(c1)OCO2 the results were RTF Ca sens inh 2.9, V-ATPase pH 0.2, Arrestin-AP2 inh 0.7, CAL PDZ FP-1 -1.2, CAL PDZ FP-2 -2.7, DAGLB inh -3.7, NSD2 HMT inh 1.2, Keap1 Nrf2 FP 1.2, C-LANA FP -0.7 and Pemphigus Ab inh 89.0.
Screening CC[C@]12c3[nH]c4ccccc4c3CCN1C(=O)C(CC(=O)NCCc1ccccn1)C[C@@H]2C(=O)N1CCN(C(=O)c2ccco2)CC1 (some centres not stated) returned RTF Ca sens inh -3.5, V-ATPase pH -0.2, Arrestin-AP2 inh 10.7, CAL PDZ FP-1 -4.0, CAL PDZ FP-2 -1.1, DAGLB inh 1.0, Keap1 Nrf2 FP 8.0, C-LANA FP -0.6 and Pemphigus Ab inh 113.2.
`CCN(CC)c1ccc(/C=N/NS(=O)(=O)c2cccc([N+](=O)[O-])c2)cc1` gave RTF Ca sens inh 3.2, V-ATPase pH 3.9, Arrestin-AP2 inh -27.5, CAL PDZ FP-1 -4.9, CAL PDZ FP-2 -0.3, DAGLB inh -2.1, NSD2 HMT inh 16.8, Keap1 Nrf2 FP -0.4, C-LANA FP -2.7 and Pemphigus Ab inh 104.4.
`Cc1ccc(/C=N/NC(=O)c2cccc([N+](=O)[O-])c2)o1` gave RTF Ca sens inh 2.0, V-ATPase pH -1.9, Arrestin-AP2 inh 4.7, CAL PDZ FP-1 -5.9, CAL PDZ FP-2 0.1, DAGLB inh 1.1, NSD2 HMT inh -2.6, Keap1 Nrf2 FP 0.4, C-LANA FP 1.9 and Pemphigus Ab inh 98.2.
For Cc1ccc2c(c1)N(C(=O)CSc1nncn1C)C(C)(C)c1ssc(=S)c1-2 the results were RTF Ca sens inh -1.3, V-ATPase pH -2.0, Arrestin-AP2 inh 5.6, CAL PDZ FP-1 -9.3, CAL PDZ FP-2 0.0, DAGLB inh 19.0, NSD2 HMT inh 14.7, Keap1 Nrf2 FP 4.3, C-LANA FP 0.5 and Pemphigus Ab inh 105.8.
For O=C1c2ccccc2NC(c2ccc(-c3cccc(F)c3)o2)N1O (configuration not stated) the results were RTF Ca sens inh -2.9, V-ATPase pH 5.5, Arrestin-AP2 inh 2.4, CAL PDZ FP-1 -2.1, CAL PDZ FP-2 0.6, DAGLB inh 2.2, Keap1 Nrf2 FP -3.1, C-LANA FP 2.0 and Pemphigus Ab inh 102.3.
`CC(C)(C)OC(=O)NCCCCCc1nnc(SCC(N)=O)o1` gave RTF Ca sens inh -20.4, V-ATPase pH -2.1, Arrestin-AP2 inh -4.2, CAL PDZ FP-1 -3.0, CAL PDZ FP-2 -1.0, DAGLB inh 1.3, NSD2 HMT inh -1.8, Keap1 Nrf2 FP -7.7, C-LANA FP -0.5 and Pemphigus Ab inh 99.1.
O=C(Cc1ccc(Cl)cc1)NCCS(=O)(=O)N1CCN(c2ccccc2F)CC1 was read as RTF Ca sens inh -0.6, V-ATPase pH 2.5, Arrestin-AP2 inh 38.5, CAL PDZ FP-1 -1.1, CAL PDZ FP-2 -0.1, DAGLB inh -3.6, NSD2 HMT inh 1.0, Keap1 Nrf2 FP -3.9, C-LANA FP 0.1 and Pemphigus Ab inh 116.7.
`Cc1ccc(S(=O)(=O)/N=C(\c2ccc(F)cc2)n2c(C)nc3ccccc32)cc1` gave RTF Ca sens inh -3.3, V-ATPase pH 0.1, Arrestin-AP2 inh 31.0, CAL PDZ FP-1 -4.3, CAL PDZ FP-2 0.5, DAGLB inh 0.9, NSD2 HMT inh -2.2, Keap1 Nrf2 FP -2.5, C-LANA FP 0.7 and Pemphigus Ab inh 102.0.
Screening O=C(CCN1C(=O)C2CCCCC2C1=O)Nc1nc2ccc(F)cc2s1 (configuration not stated) returned RTF Ca sens inh -5.5, V-ATPase pH -2.8, Arrestin-AP2 inh 6.9, CAL PDZ FP-1 -2.3, CAL PDZ FP-2 0.8, DAGLB inh -0.8, NSD2 HMT inh 1.0, Keap1 Nrf2 FP 0.3 and C-LANA FP -1.8.
Screening COc1cc(NC(=S)NCCO)c(OC)cc1Cl returned RTF Ca sens inh -14.3, V-ATPase pH -1.4, Arrestin-AP2 inh 1.0, CAL PDZ FP-1 -11.3, CAL PDZ FP-2 0.8, DAGLB inh 1.1, NSD2 HMT inh -4.4, Keap1 Nrf2 FP 1.6, C-LANA FP 0.2 and Pemphigus Ab inh 94.0.
Screening COc1ccc(O)c(/C=N/NC(=O)c2ccc(N3CCCC3=O)cc2)c1 returned RTF Ca sens inh -8.3, V-ATPase pH -1.9, Arrestin-AP2 inh 27.5, CAL PDZ FP-1 1.9, CAL PDZ FP-2 -1.2, DAGLB inh 5.3, NSD2 HMT inh -0.7, Keap1 Nrf2 FP -1.6 and C-LANA FP 0.7.
CCN1CCN(C(=O)C2CCC(CNS(=O)(=O)c3ccc(NC(C)=O)cc3)CC2)CC1 (configuration not stated) was read as RTF Ca sens inh -13.0, V-ATPase pH 1.9, Arrestin-AP2 inh 5.6, CAL PDZ FP-1 0.0, CAL PDZ FP-2 -2.2, DAGLB inh 0.5, NSD2 HMT inh 7.3, Keap1 Nrf2 FP -3.1, C-LANA FP -0.6 and Pemphigus Ab inh 127.6.
Screening COc1ccc(Br)cc1CNC(=O)Cn1nc(C)n2cccc2c1=O returned RTF Ca sens inh 0.2, V-ATPase pH -0.4, Arrestin-AP2 inh -1.4, CAL PDZ FP-1 0.6, CAL PDZ FP-2 -1.2, DAGLB inh -1.8, NSD2 HMT inh 6.7, Keap1 Nrf2 FP -1.7, C-LANA FP -4.1 and Pemphigus Ab inh 84.7.
`O=C(CSc1nccc(=O)[nH]1)Nc1ccc(F)c([N+](=O)[O-])c1` gave RTF Ca sens inh 5.1, V-ATPase pH 3.0, Arrestin-AP2 inh -1.8, CAL PDZ FP-1 -1.4, CAL PDZ FP-2 -2.3, DAGLB inh 3.4, NSD2 HMT inh 0.8, Keap1 Nrf2 FP -0.9, C-LANA FP 0.1 and Pemphigus Ab inh 98.5.
O=C(NCc1ccco1)c1nnc(Cc2ccc(F)cc2)o1 was read as RTF Ca sens inh -8.1, V-ATPase pH 0.1, Arrestin-AP2 inh 2.6, CAL PDZ FP-2 0.0, DAGLB inh 1.4, Keap1 Nrf2 FP -0.3, C-LANA FP 0.0 and Pemphigus Ab inh 103.7.
Screening COc1cc(C2C(C#N)=C(N)Oc3n[nH]c(-c4ccccn4)c32)cc(OC)c1OC (configuration not stated) returned RTF Ca sens inh -8.3, V-ATPase pH -0.9, Arrestin-AP2 inh -7.4, CAL PDZ FP-1 -0.7, CAL PDZ FP-2 -0.8, DAGLB inh 2.7, NSD2 HMT inh 1.3, Keap1 Nrf2 FP -5.6, C-LANA FP -0.7 and Pemphigus Ab inh 100.2.

Fetched one by one from the entries so far, 2 records:
`O=C(CSc1nccc(=O)[nH]1)Nc1ccc(F)c([N+](=O)[O-])c1` gave RTF Ca sens inh 5.1, V-ATPase pH 3.0, Arrestin-AP2 inh -1.8, CAL PDZ FP-1 -1.4, CAL PDZ FP-2 -2.3, DAGLB inh 3.4, NSD2 HMT inh 0.8, Keap1 Nrf2 FP -0.9, C-LANA FP 0.1 and Pemphigus Ab inh 98.5.
O=C(NCc1ccco1)c1nnc(Cc2ccc(F)cc2)o1 was read as RTF Ca sens inh -8.1, V-ATPase pH 0.1, Arrestin-AP2 inh 2.6, CAL PDZ FP-2 0.0, DAGLB inh 1.4, Keap1 Nrf2 FP -0.3, C-LANA FP 0.0 and Pemphigus Ab inh 103.7.

An excerpt; rates above refer to the full screens.
